MrgX1 antagonist: human MrgX1 receptor antagonism, primary screen. Q96LB2. B-score at 10 µM. hit rate 1.3% among 310,000. MRGX1-HEK293 calcium flux, Fluo-4, BAM8-22 antagonism; hits give low values. AID 588676;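 active = calcium-response B-score plate-corrected more than 3 library SD below zero, starting fluorescence within 5 deviations, no agonist response on first addition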;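 also: peak minus trough fluorescence over baseline after final BAM8-22 challenge near maximal dose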
PolyA inhibitor: inhibitors of polyadenylation in S. cerevisiae. S. cerevisiae SKY197-pL101 polyadenylation reporter, beta-gal luminescence; efflux-impaired pdr1/pdr3 knockout yeast; score 100 = 6 SD above DMSO. calls only at 12 µM. hit rate 0.02% among 300,000. AID 1875;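 active = lowest replicate activity score at least 50, where 100 means six control SD above control mean; inconclusive = lowest score under 50 but half or more replicates reach 50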;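 also: yeast exposed to compound for 9 h at 30 °C; higher score means more reporter readthrough which indicates perturbed polyadenylation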
AI-2 QS mod: Vibrio harveyi AI-2 quorum sensing modulation | Vibrio harveyi JMH597 AI-2 luminescence/OD600 ratio, 9 h; hits give low values; strain lacks LuxN and CqsS sensors; 0 = neutral-control median | activity change, % at 7.5 µM | hit rate 0.4% among 300,000 | AID 2094; in the data active = activity change below about -75%, passing the limit was not always enough; inconclusive = no clear call, values can overlap the other calls;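 also: luminescence divided by OD600 gain over 9 h not by final OD600 alone; inactives centre near 13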
TRPC6 activator: mouse TRPC6 channel activation. Q61143. HEK293-TRPC6 membrane potential dye fluorescence; hits give high values. B-score at 10 µM. hit rate 0.13% among 310,000. AID 2550;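 active = B-score of the integrated fluorescence ratio above library mean plus 3 SD, and starting fluorescence ratio within library mean plus 5 SD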;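 also: higher score means more depolarization so channel activation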
Target sequence (Q61143 whole entry, looked up): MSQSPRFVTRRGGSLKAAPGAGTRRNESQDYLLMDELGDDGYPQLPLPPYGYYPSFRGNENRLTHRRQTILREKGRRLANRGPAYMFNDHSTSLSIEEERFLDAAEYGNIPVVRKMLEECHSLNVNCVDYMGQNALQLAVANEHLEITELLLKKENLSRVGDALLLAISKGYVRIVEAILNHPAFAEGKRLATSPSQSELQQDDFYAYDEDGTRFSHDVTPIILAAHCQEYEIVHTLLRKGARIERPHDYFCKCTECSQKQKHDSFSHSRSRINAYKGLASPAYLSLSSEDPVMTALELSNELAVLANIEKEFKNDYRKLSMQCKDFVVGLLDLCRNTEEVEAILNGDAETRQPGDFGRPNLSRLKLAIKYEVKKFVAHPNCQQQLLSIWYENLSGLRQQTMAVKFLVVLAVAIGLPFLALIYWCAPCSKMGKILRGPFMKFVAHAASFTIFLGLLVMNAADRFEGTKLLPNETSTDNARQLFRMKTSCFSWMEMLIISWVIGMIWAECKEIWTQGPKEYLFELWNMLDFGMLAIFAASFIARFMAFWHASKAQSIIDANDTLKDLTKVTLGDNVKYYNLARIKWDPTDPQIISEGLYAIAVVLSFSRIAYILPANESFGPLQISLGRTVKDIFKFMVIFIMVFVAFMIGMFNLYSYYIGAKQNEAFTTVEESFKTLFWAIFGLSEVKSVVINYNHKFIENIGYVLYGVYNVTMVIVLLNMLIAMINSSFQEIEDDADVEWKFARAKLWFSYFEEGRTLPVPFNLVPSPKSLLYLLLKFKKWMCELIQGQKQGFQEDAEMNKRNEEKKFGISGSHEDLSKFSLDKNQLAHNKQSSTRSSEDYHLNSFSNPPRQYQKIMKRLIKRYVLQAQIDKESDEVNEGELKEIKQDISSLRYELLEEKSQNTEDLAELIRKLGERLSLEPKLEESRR
TRPC6 inh: inhibitors of mouse TRPC6 channel; hit rate 1.1% among 310,000; HEK293-TRPC6, membrane potential dye, ACh-evoked depolarization; hits give low values; B-score at 10 µM; AID 2553; Q61143;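 active = B-score under library mean minus 3 SD, initial fluorescence not abnormally high, positive integrated signal ratio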;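 also: B-score derived from integrated fluorescence ratio over the kinetic read; more negative B-score means stronger inhibition of depolarization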
MrgX1 PAM: allosterically activates human MrgX1 receptor signaling; hit rate 0.63% among 310,000; MrgX1-HEK293, Fluo-4 calcium flux, FDSS; hits give high values; AID 588675; B-score at 10 µM; Q96LB2;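 active = plate-corrected calcium response at least 3 library SD above typical, normal starting fluorescence, not activating the receptor alone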;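 also: compound read alongside a low EC10 to EC30 dose of BAM8-22 agonist; peak minus trough fluorescence over baseline measured at the second addition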
TRPC4 agonist: opens the mouse TRPC4 cation channel. HEK293 TRPC4beta/mu-opioid, Fluo4 calcium fluorescence; hits give high values. B-score at 10 µM. hit rate 0.49% among 310,000;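 active = B-score above 5 SD of library B-scores, and initial fluorescence ratio not above library mean plus 5 SD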;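 also: positive B-score marks a calcium rise read as TRPC4 activation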
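Material: HEK293 stable line with TRPC4beta plus mu-opioid receptor; technique: Fluo4 calcium-sensitive dye fluorescence, kinetic, 1 Hz baseline; timing: Fluo4 dye loading 45 min at room temperature, 110 s recording; controls: assay buffer as low control, maximal DAMGO as high control; read-out: integrated baseline-normalised fluorescence ratio, converted to per-well B score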
MrgX1 ag: human MrgX1 receptor agonism, primary screen. Q96LB2. MrgX1-HEK293 cells, Fluo-4 calcium fluorescence, agonist mode; hits give high values. B-score at 10 µM. hit rate 0.44% among 310,000;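 active = calcium response B-score plate-corrected fluorescence ratio at least 3 library SD, with starting fluorescence B-score inside 5 SD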
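times = overnight plating, then 30 min 37 °C plus 30 min room-temperature dye loading | assay system = stable human MrgX1 HEK293 cell line | input = fifteen thousand cells per well | signal = kinetic calcium dye fluorescence, Fluo-4 NW | dosing = compound delivered in addition one of three | read-out = B-scored fluorescence response ratio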
TRPC4 inh: TRPC4 (mouse) channel inhibition; Q9QUQ5; HEK293 TRPC4beta/mu-opioid, DAMGO-evoked Fluo4 calcium flux; hits give low values; B-score at 10 µM; hit rate 0.39% among 300,000; AID 2247;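 active = B-score over 3 SD under the library average, no early fluorescence shift, positive overall ratio signal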
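Assay system: HEK293 cells with stable TRPC4beta plus mu-opioid receptor expression. Dosing: single dose. Measured by: Fluo4 Ca2+ flux fluorescence. Also added: DAMGO in two steps, submaximal then maximal. Read-out: B score from integrated Fluo4 fluorescence ratio.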
HIF act: HIF pathway transcriptional activation | AID 1910 | U2OS HRE-luciferase reporter, luminescence; normalized: DMSO 0%, desferrioxamine 100% | hit rate 0.32% among 300,000 | activation, % at 7.5 µM (by protocol);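 active = mean activation of at least 10% of the iron chelator positive control signal, with at least half of replicates also reaching 10%; inconclusive = mean and replicate majority disagree about reaching 10%; inactive = mean and most replicates under 10%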
TRPC4 PAM: allosteric potentiators of mouse TRPC4 channel; HEK293 TRPC4beta/mu-opioid, DAMGO EC20, Fluo-4 Ca2+ flux; hits give high values; B-score at 10 µM; hit rate 0.42% among 310,000;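 active = B-score of calcium response area above 5 SD of library B-scores, with initial fluorescence ratio within 5 SD of library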;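 also: B-score of integrated fluorescence ratio over time as area under calcium response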
* hit, by the source's call; i = inactive; ? = inconclusive; / = not tested or not shown.

structure,TRPC4 inh,TRPC6 activator,MrgX1 ag,MrgX1 antagonist,MrgX1 PAM,PolyA inhibitor,HIF act,TRPC4 agonist,TRPC6 inh,TRPC4 PAM,AI-2 QS mod
CSc1nccc(N/N=C/c2ccccc2)n1,i,i,i,i,i,i,-10,i,i,i,6
NS(=O)(=O)c1ccc(NC(=O)CN2CCCCC2)cc1,i,i,i,i,i,i,-0.1,i,i,i,5
CC(C)N1C(=O)N(c2cccc(Cl)c2)C(C)(O)CC1(C)C (configuration not stated),i,i,i,i,i,i,-1.3,i,i,i,5
COCCNC(=O)CCC1CCN(Cc2cccc(Oc3ccccc3)c2)CC1,i,i,i,i,i,i,-22,i,i,i,-1
O=C(Nc1nc(-c2ccc(F)c(F)c2)cs1)c1cc([N+](=O)[O-])ccc1N1CCOCC1,i,i,i,i,i,i,-0.1,i,i,i,-8
C/C(CC(=O)Nc1ccc(Cl)cc1Cl)=N\NC(=O)c1cnccn1,i,i,i,i,i,i,0.1,i,i,i,21
O=C(NCCCN1CCCC1=O)c1ccccc1NS(=O)(=O)c1ccc(F)cc1,i,i,i,i,i,i,0.2,i,i,i,18
Cc1cc([N+](=O)[O-])cc2c1NCC1CC=CC21 (configuration not stated),i,i,i,i,i,i,-0.3,i,i,i,228
COc1ccc(NS(=O)(=O)c2cccc(C(=O)NCC3(N4CCCCC4)CCCCC3)c2)cc1,i,i,i,i,i,i,0.0,i,i,i,19
COc1ccc(C(=O)C2CCCN(C(=O)/C=C/c3ccccn3)C2)c(C)c1 (configuration not stated),i,i,i,i,i,i,0.4,i,i,i,2
Cc1ccccc1C(=O)NC(=S)N(C)C1CCCCC1,i,i,i,i,i,i,0.1,i,i,i,1
CCOC(=O)N1CCN(S(=O)(=O)c2ccc(C(=O)Nc3nc4ccccc4s3)cc2)CC1,i,i,i,i,i,i,-0.2,i,i,i,-4
COc1ccc(C(c2c(C)n(C)n(-c3ccccc3)c2=O)c2c(C)n(C)n(-c3ccccc3)c2=O)c(OC)c1OC,i,i,i,i,i,i,-1.5,i,i,i,21
Cc1cccc(Cn2c(N3CCN(c4ccccc4)CC3)nc3c2c(=O)n(C)c(=O)n3C)c1,i,i,i,i,i,i,-0.3,i,i,41*,17
Cc1c(S(=O)(=O)NCc2ccccc2)c(=O)n(C)c(=O)n1C,i,i,i,i,i,i,-0.3,i,i,i,8
COc1cc(NC(=O)NCCN2CCN(c3ccc(Cl)cc3)CC2)ccc1C,i,i,i,i,i,i,-0.1,i,i,i,11
CN(C)CCn1c2c(c(SCC(=O)Nc3cccc4ccccc34)nc1=O)CCCC2,i,i,i,i,i,i,0.1,i,i,i,-1
CCOc1ccc(S(=O)(=O)NCCSc2ccccc2)cc1,i,i,i,i,i,i,0.5,i,i,i,0
CCCn1c2ccccc2c2nnc(SCC(=O)OC)nc21,i,i,i,i,i,i,-0.7,i,i,i,-3
CC(CCc1ccccc1)NC(=O)CSc1nnnn1C (configuration not stated),i,i,i,i,i,i,-0.3,i,i,i,13
Cc1ccc(NC(=O)CSCC(=O)Nc2ccccc2N2CCCC2)cc1,i,i,i,i,i,i,-29,i,i,i,9
O=S(=O)(c1cc(F)ccc1F)N1CCN(C2CCCCC2)CC1,i,i,i,i,i,i,-0.3,i,i,i,17
Cc1ccc(C(=O)Nc2cccnc2)cc1NC(=O)c1ccco1,i,i,i,i,i,i,-0.2,i,i,i,3
COc1ccc(C(CNC(=O)c2ccc(S(=O)(=O)Nc3ccccc3F)cc2)N(C)C)cc1 (configuration not stated),i,i,i,i,i,i,0.6,i,i,i,42
Cc1ccc(C)c(NC(=O)C(Sc2cccc[n+]2[O-])c2ccccc2)c1 (configuration not stated),i,i,i,i,i,i,-0.5,i,i,i,9
Cc1cccn2c(=O)c(C=C(C#N)C#N)c(N3CCN(C)CC3)nc12,i,i,i,i,i,i,-1.1,i,i,i,19
COc1ccc(CSc2nncn2C)cc1[N+](=O)[O-],i,i,i,i,i,i,-0.1,i,i,i,21
COc1ccc(C2NC(=O)NC(C)=C2C(=O)OCC2CCCCC2)cc1OC (configuration not stated),i,i,i,i,i,i,1.4,i,i,i,15
Cc1cnc(-c2nnc(N(C)C(=O)c3cccnc3)s2)cn1,i,i,i,i,i,i,0.8,i,i,i,27
CCCOc1cccc(C(=O)Nc2ccccc2C(=O)N2CCN(C)CC2)c1,i,i,i,i,i,i,0.4,i,i,i,11

structure,TRPC4 inh,TRPC6 activator,MrgX1 ag,MrgX1 antagonist,MrgX1 PAM,PolyA inhibitor,HIF act,TRPC4 agonist,TRPC6 inh,TRPC4 PAM,AI-2 QS mod
O=C(NCCCC1CCCC1)C1CCC(=O)N(Cc2cccc(F)c2)C1 (configuration not stated),i,i,i,i,i,i,4.3,i,i,i,23
COc1ccc(C(=O)NC(=S)NNC(=O)c2ccc(O)cc2)cc1[N+](=O)[O-],i,i,i,i,i,i,-0.1,i,i,i,20
O=C(Nc1nc(-c2ccccn2)cs1)c1cc2ccccc2o1,i,i,i,i,i,i,1.3,i,i,i,?
COc1cccc(OCC(=O)Nc2cc(Cl)ccc2Oc2ccccc2)c1,i,i,i,i,i,/,-0.1,i,i,i,19
CCNC(=S)Nc1ccc2cn[nH]c2c1,i,i,i,i,i,i,2.5,i,i,i,10
O=C(CNC(=O)c1ccccc1)OCc1cccc(Br)c1,i,i,i,i,i,i,-0.4,i,i,i,-47
CCCCOc1ccc(C(=O)NCc2ccncc2)cc1,i,i,i,i,i,i,0.4,i,i,i,16
COc1ccc(Cl)cc1C(=O)NCC(=O)OCc1ccccc1,i,i,i,i,i,i,0.2,i,i,i,-11
CCC(NC(=O)Cc1c(C)c2c(cc(C)c3c(C)c(C)oc32)oc1=O)C(=O)O (configuration not stated),i,i,i,i,i,i,-0.9,i,i,i,8
FC(F)(F)c1cnc(-c2cnc(-c3ccccn3)nc2)c(Cl)c1,i,i,i,i,i,i,0.9,i,i,i,18
CC(=O)Nc1ccc(S(=O)(=O)N2CCN=C2SCc2ccc(C)cc2)cc1,i,i,i,i,i,i,1.6,i,i,i,11
CCn1c(SCC(O)c2ccccc2)nnc1-c1ccccc1 (configuration not stated),i,i,i,i,i,i,1.8,i,i,i,25
O=C1C(=O)N(CCN2CCCCC2)c2ccccc21,i,i,i,i,i,i,0.2,i,i,i,22
Cc1ccc(CN2CCN(CC(=O)NCc3ccccc3)CC2)cc1,i,i,i,i,i,i,0.0,i,i,i,4
CCOc1ccc(S(=O)(=O)N2CCCC(C(=O)NCc3ccccc3)C2)cc1 (configuration not stated),i,i,i,i,i,i,0.2,i,i,i,14
O=C(NCCc1ccccc1)c1cccc([N+](=O)[O-])c1,i,i,i,i,i,i,2.4,i,i,i,25
Cc1ccc(SCC(=O)OCC(=O)N(C)CC(=O)Nc2ccc(F)cc2)cc1C,i,i,48*,i,i,i,-0.5,i,i,i,32
CCN(CC)c1nc(N)c2c(N)nc(OC)cc2c1C#N,i,i,i,i,i,i,-3.0,i,i,i,15
CC(CN1CCCCC1)OC(=O)c1cc2ccccc2o1 (configuration not stated),i,i,i,i,i,i,0.4,i,i,i,13
COc1ccc(S(=O)(=O)Nc2c(C)nc3nc[nH]n3c2=O)cc1,i,i,i,i,i,i,0.0,i,i,i,21
Cc1ccc(S(=O)(=O)CC(C)N2CCOCC2)c(S(=O)(=O)CC(C)N2CCOCC2)c1 (configuration not stated),i,i,i,i,i,i,-0.3,i,i,i,11
Cn1c(=O)c2c([nH]c(=O)n2C)n(Cc2ccccc2)c1=O,i,i,i,i,i,i,-0.5,i,i,i,26
Cc1ccccc1NS(=O)(=O)CCCCC(Cl)(Cl)Cl,i,i,i,i,i,i,0.1,i,i,i,0
Cc1cc(NC(=O)c2cc([N+](=O)[O-])cc([N+](=O)[O-])c2)no1,i,i,i,i,i,i,-0.1,i,i,i,58
C=CCN(c1ccccc1)S(=O)(=O)c1cccc(C(=O)Nc2ncccc2O)c1,i,i,i,i,i,i,?,i,i,i,11
CCCc1[nH]nc2c1C(c1ccc(OCCN3CCOCC3)c(OCC)c1)C(C#N)=C(N)O2 (configuration not stated),i,i,i,i,i,i,0.1,i,i,i,7
CC(C)c1nc2oc3c(NCC4CCCO4)ncnc3c2c2c1COC(C)(C)C2 (configuration not stated),i,i,/,/,/,i,-0.6,i,i,i,11
Cc1nnc(SCc2nnc(-c3ccccc3Br)o2)s1,i,i,i,i,i,i,1.0,i,i,i,10
O=C(COC(=O)c1ccccn1)Nc1ccccc1Cl,i,i,i,i,i,i,-0.4,i,i,i,24
COc1cc(/C=N/NC2=NS(=O)(=O)c3ccccc32)cc(OC)c1OC,i,i,i,i,i,i,-0.5,i,i,i,41
O=c1c2ccccc2nc2c3ccccc3c(NCc3ccco3)nn12,i,i,i,i,i,i,1.0,i,i,i,30
COc1ccccc1C(=O)Nc1ccnn1C1CCN(C(C)CSC)CC1 (configuration not stated),i,i,i,i,i,i,0.4,i,i,i,20
Cc1ccc(Cn2cc(S(=O)(=O)c3ccc(Cl)cc3)c(=O)c3cc(F)ccc32)cc1,i,i,i,i,i,i,0.0,i,i,i,14

Whole records, looked up by structure. Order of values: TRPC4 inh, TRPC6 activator, MrgX1 ag, MrgX1 antagonist, MrgX1 PAM, PolyA inhibitor, HIF act, TRPC4 agonist, TRPC6 inh, TRPC4 PAM, AI-2 QS mod
`O=C(Nc1nc(-c2ccccn2)cs1)c1cc2ccccc2o1` across the screens: i, i, i, i, i, i, 1.3, i, i, i, ?
`Cc1nnc(SCc2nnc(-c3ccccc3Br)o2)s1` across the screens: i, i, i, i, i, i, 1.0, i, i, i, 10

Source: PubChem (several laboratories)

The list is partial, so the mix of outcomes need not match the whole.
